Screens as filed in PubChem BioAssay.
TWEAK Fn14 block = inhibitors of TWEAK-Fn14 signaling, primary screen, luciferase reporter cells, uHTS; TWEAK-stimulated Fn14 reporter cells, luciferase luminescence, 8 h; AID 1159606, 2016; inhibition, % at 10 µM; 360,000 compounds, 2% hits; in the data active means inhibition above about 50%
iPSC survival up = enhancers of single-cell hiPSC survival, primary screen, ATPlite luminescence. 100% = ROCK inhibitor wells, 0% = DMSO. survival enhancement, % at 20 µM. 360,000 compounds, 0.044% hits. AID 602274, 2012; in the data active means survival enhancement above about 18%;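 further: cells exposed to compounds for 16 hours before the ATP read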
Shn3 3UTR inh = reduction of Shn3 3'UTR firefly luciferase signal, primary screen, Schnurri-3 inhibitor project, cell-based, Clone20 osteoblasts, set 2; Clone20 osteoblast Shn3 3'UTR firefly luciferase, 24 h; inhibition, % at 12.5 µM; 360,000 compounds, 0.52% hits;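 active means mean inhibition of at least 75% with every replicate also reaching 75%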;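 further: 0% = median of neutral control wells and 100% = pilot-screen positive control compound; some compounds past the cut are filed as inactive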
Peg3 promoter = Peg3 promoter-driven luciferase inhibitors, primary screen, cell-based, HeLa, luciferase luminescence. HeLa PEG-Prom luciferase reporter, overnight. inhibition, % at 20 µM. 360,000 compounds, 1.7% hits. AID 588405, 2011;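 active means inhibition of at least 50% at 20 µM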
HIF-2a block = HIF-2a reporter inhibitors, primary screen, luminescence, 786-0 RCC cells. inhibition, % at 18.8 µM. 786-0 RCC cells HIF-2a reporter, luciferase luminescence, overnight. AID 624352, 2012. 360,000 compounds, 0.72% hits;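 active means inhibition of the luminescence signal of 40% or more relative to plate controls, in a single-dose primary screen at 18.75 µM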
KKLEB tox = cytotoxicity in KKLEB CF airway cells, primary screen, cytotoxicity control for CF NF-kB inhibitor project, cell-based, uHTS, fluorescence assay plates | 360,000 compounds, 0.36% hits | activity change (cytotoxicity), % at 5 µM | KKLEB CF airway cells viability, ATPlite luminescence, overnight; stronger effect = lower value; cells stimulated with P. aeruginosa culture filtrate;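 active means corrected activity change at or below -50% at 5 µM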
TRPM1 prom inh = inhibitors of MITF-dependent TRPM1 promoter reporter, primary screen, cell-based, SK-MEL-5, single point, luciferase | inhibition, % at 12.5 µM | 330,000 compounds, 0.83% hits | SK-MEL-5 TRPM1 promoter luciferase, 24 h;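 active means mean inhibition across replicates of 60% or more, whatever share of single replicates reaches that level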; further: values of inactives mirror those of a sister screen read the other way
CF NFkB inh = inhibitors of PAF-induced NF-kB signaling, primary screen, cell-based, GFP fluorescence, uHTS. KKLEB NF-kB-GFP reporter, GFP fluorescence overnight. inhibition, % at 5 µM. 360,000 compounds, 0.86% hits. AID 588850, 2011;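 active means at least 50% inhibition at 5 µM, scaled per plate between neutral and stimulator controls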;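 further: PAF is a Pseudomonas aeruginosa culture filtrate used as stimulus; plate controls were PAF-stimulated DMSO wells for no effect and unstimulated DMSO wells for full effect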
aDG glyco act = activators of alpha-DG glycosylation, primary screen, uHTS, Pro5-aDG cells, AlphaScreen | alpha-DG glycosylation AlphaScreen (IIH6); 0% Pro5, 100% B10-LARGE cell signal | activation, % at 10 µM | 360,000 compounds, 0.22% hits;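 active means activation of at least 8% versus controls, or a plate z-score of at least 8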;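 further: Pro5 are CHO cells carrying HIG-tagged alpha-DG that lacks glycosylation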
NR2E3 ag-1 = NR2E3 agonists in two-hybrid cells, primary screen, cell-based, luminescence, CHO-S, Gal4-NCOR/VP16-NR2E3 | inhibition of corepressor binding, % at 3.98 µM | Photoreceptor-specific nuclear receptor (Homo sapiens), Q9Y5X4 | luciferase | 360,000 compounds, 0.35% hits | AID 602229, 2012;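 active means inhibition above the mean of all tested compounds plus 3 SD, cut at about 70% in these data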;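 further: 0% = DMSO with NR2E3 transfected cells and 100% = cells lacking NR2E3 construct; higher means lower luciferase signal from less NR2E3 corepressor binding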
Target sequence (Q9Y5X4 whole entry, looked up, the tested form may be a part): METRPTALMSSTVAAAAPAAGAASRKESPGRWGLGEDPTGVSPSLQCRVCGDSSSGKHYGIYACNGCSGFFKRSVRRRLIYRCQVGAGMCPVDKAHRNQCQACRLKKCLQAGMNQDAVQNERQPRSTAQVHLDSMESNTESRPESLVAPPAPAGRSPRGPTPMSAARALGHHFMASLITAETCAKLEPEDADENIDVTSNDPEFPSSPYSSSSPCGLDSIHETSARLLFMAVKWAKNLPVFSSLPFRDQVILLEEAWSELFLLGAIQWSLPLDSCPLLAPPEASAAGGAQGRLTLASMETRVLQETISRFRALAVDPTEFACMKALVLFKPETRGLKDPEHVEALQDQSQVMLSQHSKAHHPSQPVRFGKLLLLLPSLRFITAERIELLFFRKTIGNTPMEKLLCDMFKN
NR2E3 ag-2 = inhibitors of NR2E3-RetCOR corepressor binding, primary screen, NR2E3 agonist project, biochemical, TR-FRET, GST-NR2E3, biotin-RetCOR; Photoreceptor-specific nuclear receptor (Homo sapiens), Q9Y5X4; 1536-well; inhibition of corepressor binding, % at 4.78 µM; 320,000 compounds, 0.12% hits; AID 2300, 2010;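 active means percent inhibition above the cutoff of mean plus 3 SD of all tested compounds, set per screening campaign, cut at about 20% in these data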;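 further: 0% = DMSO wells and 100% = biotin wells as full block of FRET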
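Material: NR2E3–RetCOR corepressor complex | Quantity: 1.35 nM GST-tagged NR2E3 final | Schedule: 5 h at 4 °C | Replication: Singlicate compound wells | Reagent: RetCOR corepressor, biotinylated, 7 nM | Controls: Biotin wells as high control, 0.6% DMSO wells as low control | Signal: TR-FRET, Eu(K)-anti-GST donor, streptavidin-D2 acceptor, ex 340, em 617/671 nm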
* hit, by the source's call; . = no result given.

Screens in order: CF NFkB inh	NR2E3 ag-2	Shn3 3UTR inh	KKLEB tox	aDG glyco act	NR2E3 ag-1	HIF-2a block	TWEAK Fn14 block	Peg3 promoter	iPSC survival up	TRPM1 prom inh
COc1ccc(/C=N/NC(=O)c2[nH]c3ccc(C)cc3c2-c2ccccc2)c(C(=O)O)c1OC
 : -28	1	15	8	0.2	-27	22	-3	-1	-0.7	10
CCCCc1nnc(SCc2ccc(OCC)cc2)n1N
 : 3	1	-12	13	0.2	-10	2	-5	7	-1.4	2
O=C(Nc1ccccc1)c1ccc(OC(=O)c2ccccc2)cc1
 : -10	4	-36	0	0.0	2	-15	-36	-66	-0.2	-12
CCCc1nc(SC2CCCC2)c2c(=O)n(C)c(=O)n(C)c2n1
 : 18	-4	4	-15	0.0	-14	-4	7	5	-0.4	.
O=C(CN1C(=O)S/C(=C/c2cc(Br)cs2)C1=O)N1CCOCC1
 : -6	-4	-15	-6	-0.1	6	2	11	-2	-1.0	-9
COc1ccc(C(=O)OCC(=O)NC(=O)NC2CCCC2)c(O)c1
 : 9	-2	-20	2	3.0	-7	17	-12	10	-0.7	2
Cc1ccc(C(=O)OCC(=O)NNC(=O)c2cccs2)c(O)c1
 : -11	1	-19	23	0.2	-38	-17	-4	-13	-0.5	-6
Cc1ccc(S(=O)(=O)n2cccc2C)cc1
 : -27	-2	2	28	0.0	-47	15	11	1	-0.4	.
CCCn1nnnc1NCc1ccc(Cl)cc1Cl
 : -1	1	9	6	0.3	-9	18	-11	-5	-0.4	8
COc1ccc(S(=O)(=O)N2CCCC2c2cccs2)cc1 (centres undefined)
 : 6	4	-7	-10	0.1	-62	-10	13	26	-0.5	-5
COC(=O)c1c(NC(NC(C)=O)C(Cl)(Cl)Cl)sc2c1CCCC2 (centres undefined)
 : -10	-3	-11	-3	-0.2	4	23	17	42	2.8	0
O=C(Cn1ccc2ccccc2c1=O)NCCC(=O)N1CCN(c2ccccc2)CC1
 : 15	1	0	3	-0.1	5	20	13	10	2.9	15
Cn1cc(CCNC(=O)CC2C(=O)NCCN2Cc2cccc(Oc3ccccc3)c2)cn1 (centres undefined)
 : 3	-4	-15	3	0.1	8	12	11	27	1.4	-1
CCc1ccc2c(c1)C(=O)C(=O)N2CCS(=O)(=O)c1ccccc1
 : 29	1	-6	-7	2.0	-30	-12	-6	-1	-0.4	4
COCCn1c(SCC(=O)Nc2ccc(C)cc2C)nc2c(oc3ccccc32)c1=O
 : 25	-1	-27	-12	0.3	-22	17	-4	47	-2.6	-10
O=C(CSc1ccc2nnc(CCNC(=O)c3ccccc3)n2n1)Nc1ccccc1
 : 0	0	2	-2	-0.2	-42	15	-15	3	-0.4	5
CCN(CC)CC(=O)c1c[nH]c2ccccc12
 : -2	-1	4	2	-0.1	-13	15	-3	-8	1.2	10
COC(=O)c1cccc(C(=O)N2CCCC(C(=O)c3ccccc3OC)C2)c1 (centres undefined)
 : -12	.	5	-8	0.1	-10	-8	-1	0	-0.4	-6
CCC1CN(C(=O)N2CCC(C(=O)NCc3ccccc3OC)CC2)c2cc(C)ccc2O1 (centres undefined)
 : 29	0	41	0	0.1	24	6	-7	31	0.3	1
Nc1nncn1C(=O)c1ccccc1Cl
 : 9	2	3	-6	0.0	-1	-2	9	10	1.0	9
c1ccc2c(C3=NNC(=NC4CCCCC4)SC3)c[nH]c2c1
 : -7	5	-17	-4	1.5	-49	-124	-39	-134	-1.0	-7
CCc1nnc(NS(=O)(=O)c2ccc(NC(=S)NC(=O)/C=C/c3ccc([N+](=O)[O-])cc3)cc2)s1
 : -13	-1	.	3	0.0	-22	-5	6	-9	0.9	-2
Cc1cccc(OCC(=O)Nc2ccc(N3CCN(S(C)(=O)=O)CC3)cc2)c1
 : 6	4	28	-1	0.2	-2	13	-8	-4	2.0	-7
CCc1ccc(OCC(=O)NC(NC(=S)Nc2ccccc2OC)C(Cl)(Cl)Cl)cc1 (centres undefined)
 : 2	0	16	2	1.0	-6	50*	25	44	-1.7	-7
CC(NC(=O)C1CCN(S(=O)(=O)c2cccc3nonc23)CC1)c1ccccc1 (centres undefined)
 : 15	4	2	-3	0.3	-15	5	45	2	0.6	13
O=C(CNC1CCCCC1)Nc1ccc(S(=O)(=O)N2CCCCC2)cc1
 : 2	0	1	-2	-0.1	19	13	2	0	-0.7	-6
C/C(=N\O)C(=O)Nc1ccccc1
 : 11	-3	-7	7	-0.1	11	0	7	15	-0.2	-24
O=C(NC1CCCCC1)NC1C2CC3CC(C2)CC1C3 (centres undefined)
 : -5	0	-47	-22	0.1	-18	-7	-30	-30	0.1	-12
COC(=O)c1cc2c(=O)c3ccccc3oc2nc1C
 : -8	.	-79	-8	0.0	-99	-204	7	-263	-0.6	-48
C=C(C)Cn1c2ccc(NC(=O)NCCc3ccccc3)cc2c(=O)n1C
 : -15	.	-14	1	0.0	-8	-18	-7	-23	-1.6	.

Continued; it opens with the 2 that closed the last part.
Screens in order: CF NFkB inh	NR2E3 ag-2	Shn3 3UTR inh	KKLEB tox	aDG glyco act	NR2E3 ag-1	HIF-2a block	TWEAK Fn14 block	Peg3 promoter	iPSC survival up	TRPM1 prom inh
COC(=O)c1cc2c(=O)c3ccccc3oc2nc1C
 : -8	.	-79	-8	0.0	-99	-204	7	-263	-0.6	-48
C=C(C)Cn1c2ccc(NC(=O)NCCc3ccccc3)cc2c(=O)n1C
 : -15	.	-14	1	0.0	-8	-18	-7	-23	-1.6	.
COc1cccc(C(=O)Nc2ccc(S(=O)(=O)Nc3nccc(C)n3)cc2)c1
 : 10	3	-1	-2	0.2	-11	12	3	8	-1.2	-11
CC1CCN(C(=O)COC(=O)/C=C/c2ccco2)CC1
 : -9	.	-21	18	0.2	20	-71	4	-70	3.4	-33
COc1cc(C(=O)Nc2nc(C)cc(C)n2)cc(OC)c1OC
 : -21	1	1	6	0.0	-9	8	-6	1	-0.6	-6
CCOC(=O)C(=Cc1ccc(N(C)C)cc1)C(=O)c1ccccc1
 : 6	.	15	1	-0.2	-133	-9	35	4	-0.4	.
CCOc1ccc(CCn2c(-c3ccco3)nc3ccccc3c2=O)cc1OCC
 : 9	0	11	-13	-0.5	-18	-59	33	54*	-1.0	-1
CCOC(=O)/C(=N\Nc1ccc(Br)cc1)N1CC(C)OC(C)C1 (centres undefined)
 : -7	0	6	1	-0.1	77*	-6	-3	16	-0.3	-5
Cc1ccc2oc(C(=O)N(Cc3nccn3C)C(C)C)c(C)c2c1
 : 2	-2	-10	4	0.1	6	-26	-5	-8	-0.6	8
CC(=O)C1CCC2C3CCC4CC(OC(=O)CCC(=O)O)CCC4(C)C3C(=O)CC12C (centres undefined)
 : -6	.	-16	30	0.4	-10	10	-18	10	6.8	2
CCCCc1ccc(NC(=O)OC)cc1
 : 2	2	-7	-11	-0.2	-6	-52	-31	-80	4.0	-34
CC1CN(CC(=O)Nc2cc(S(=O)(=O)N3CCCC3)ccc2Cl)CC(C)O1 (centres undefined)
 : 11	4	-38	-7	0.0	-12	9	-17	6	-0.7	2
O=C(NCCC1=CCCCC1)c1cc(S(=O)(=O)N2CCCCC2)ccc1Cl
 : -9	3	7	1	0.1	-32	-5	0	-25	0.4	-8
O=C1c2oc3ccccc3c(=O)c2C(c2cccc(O)c2)N1CCCN1CCOCC1 (centres undefined)
 : 15	-2	-13	2	-0.1	-17	5	9	-108	0.1	5
CC(C)CCNC(=O)c1ccc2c(SCC(=O)O)c3c(nc2c1)CCC3
 : 9	0	-2	-13	-0.2	-4	-24	0	-18	-0.7	14
CCCc1nnc(NC(=O)CCC(=O)Nc2ccc(Cl)cc2)s1
 : 12	4	-17	6	0.2	-6	8	16	-7	0.6	1
Cc1ccc(-c2csc(C3=C(O)CN(NC(=O)c4ccc([N+](=O)[O-])cc4)C3=N)n2)cc1
 : -18	4	18	4	-0.3	-7	-8	-19	5	1.1	11
O=C(O)CN(c1ccccc1)S(=O)(=O)c1cc(C(F)(F)F)cc(C(F)(F)F)c1
 : -18	1	7	9	-0.1	4	15	-6	16	-0.5	5
CC(=O)c1ccc(Nc2ccc([N+](=O)[O-])c3nonc23)cc1
 : -1	0	-13	-9	0.3	-40	-90	2	-65	3.5	-3
Cc1ccc(S(=O)(=O)N2CCOCC2)cc1C(=O)NCc1ccccc1CN1CCCC1
 : 1	4	-17	3	-0.1	5	6	2	-16	-0.2	-7
Cn1c(=O)c2c(nc(Sc3nc4ccccc4n3CC(=O)N3CCCCC3)n2C)n(C)c1=O
 : 9	4	0	-8	0.1	7	21	5	9	4.1	10

Compounds shown so far that contain an aryl methoxy group:
Screens in order: CF NFkB inh	NR2E3 ag-2	Shn3 3UTR inh	KKLEB tox	aDG glyco act	NR2E3 ag-1	HIF-2a block	TWEAK Fn14 block	Peg3 promoter	iPSC survival up	TRPM1 prom inh
COc1ccc(/C=N/NC(=O)c2[nH]c3ccc(C)cc3c2-c2ccccc2)c(C(=O)O)c1OC
 : -28	1	15	8	0.2	-27	22	-3	-1	-0.7	10
COc1ccc(C(=O)OCC(=O)NC(=O)NC2CCCC2)c(O)c1
 : 9	-2	-20	2	3.0	-7	17	-12	10	-0.7	2
COc1ccc(S(=O)(=O)N2CCCC2c2cccs2)cc1 (centres undefined)
 : 6	4	-7	-10	0.1	-62	-10	13	26	-0.5	-5
COC(=O)c1cccc(C(=O)N2CCCC(C(=O)c3ccccc3OC)C2)c1 (centres undefined)
 : -12	.	5	-8	0.1	-10	-8	-1	0	-0.4	-6
CCC1CN(C(=O)N2CCC(C(=O)NCc3ccccc3OC)CC2)c2cc(C)ccc2O1 (centres undefined)
 : 29	0	41	0	0.1	24	6	-7	31	0.3	1
CCc1ccc(OCC(=O)NC(NC(=S)Nc2ccccc2OC)C(Cl)(Cl)Cl)cc1 (centres undefined)
 : 2	0	16	2	1.0	-6	50*	25	44	-1.7	-7
COc1cccc(C(=O)Nc2ccc(S(=O)(=O)Nc3nccc(C)n3)cc2)c1
 : 10	3	-1	-2	0.2	-11	12	3	8	-1.2	-11
COc1cc(C(=O)Nc2nc(C)cc(C)n2)cc(OC)c1OC
 : -21	1	1	6	0.0	-9	8	-6	1	-0.6	-6
